RAD52 anneal inh = RAD52 (human) annealing inhibition | recombinant RAD52 DNA annealing, FRET fluorescence | inhibition, % at 18.7 µM | 0.46% of 360,000 active | AID 651710;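 active = every replicate showing at least 50% inhibition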
ERp5 block = ERp5 (human) disulfide isomerase inhibition; AID 651711; Q15084; ERp5 insulin aggregation, absorbance 650 nm, 90 min; inhibition, % at 9.99 µM; 0.05% of 350,000 active;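 active = mean replicate inhibition above about 25%, with every replicate also reaching it, limit read from the data, passing the limit was not always enough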
esBAF inh = inhibitors of esBAF chromatin remodeling in mouse ES cells; Bmi1-luciferase knock-in reporter, 24 h; 100% = twice the neutral-well signal; reporter increase, % at 12.5 µM; 2% of 350,000 active; AID 602393; in the data active = activation above about 40%;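 note: 0% = median of the plate's neutral control wells and 100% = double that signal; a rise in the Bmi1 reporter signal indicates esBAF inhibition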
ERAP1 HTS inh = inhibitors of human ERAP1 aminopeptidase; recombinant ERAP1, Leu-AMC fluorescence, 60 min; inhibition, % at 10.7 µM; 0.15% of 340,000 active; AID 652197;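 active = mean replicate inhibition of at least 30%, or all replicates individually reaching that 30% level; inactive = mean below 30% and not every replicate reaching it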;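 note: 0% = neutral control wells and 100% = L-leucinethiol positive control wells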
E-selectin induc = E-selectin induction on HUVECs | P16581 | HUVEC E-selectin immunofluorescence imaging; normalized: neutral wells 0, TNF-alpha wells 100 | activation, % at 7.58 µM | 0.37% of 260,000 active | AID 686992;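 active = mean E-selectin-positive cell signal at least 10% of the positive control, reached in at least 60% of replicates, without over 20% cell loss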;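 note: in these data hits start at about 27%; measured in HUVEC primary endothelial cells; signal is the percent of cells scored E-selectin positive by PE staining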
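material = human umbilical vein endothelial cells (HUVEC), E-selectin induction | quantity = 3,000 cells/well | medium = EGM-2 growth medium on 0.1% gelatin-coated wells | technique = immunofluorescence imaging | read-out basis = % PE-positive cells | control set = TNF-alpha positive control, DMSO neutral control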
XiGFP reactiv = X-chromosome reactivation activator | XiGFP mouse fibroblasts, % GFP-positive cells imaging, 3 d; cells co-treated with 5-aza-dC sensitizer; scaled so ellipticine positive control = 100% | activation, % at 7.58 µM | 0.055% of 360,000 active | AID 743238;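 active = mean normalized replicate activation at least 10% and every replicate at or above 10%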;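 note: 0% = median of on-plate neutral control wells and 100% = ellipticine 6 µM median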
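Material: XiGFP fibroblasts, SV40-immortalized. Buffer or medium: DMEM plus 5-aza-dC sensitizer. Compound: single concentration per compound, delivered by pin transfer. Times: 3 days compound exposure. Controls: ellipticine 6 µM.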
S100A4 MyoIIA = blocks human S100A4 binding to myosin IIA peptide. P26447. S100A4/TAMRA-MyoIIA peptide fluorescence polarization. inhibition, % at 10.7 µM. 0.14% of 360,000 active. AID 652163;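 active = mean inhibition of at least 70% across replicates, with every replicate also reaching that level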
Target sequence (P26447 whole entry, looked up): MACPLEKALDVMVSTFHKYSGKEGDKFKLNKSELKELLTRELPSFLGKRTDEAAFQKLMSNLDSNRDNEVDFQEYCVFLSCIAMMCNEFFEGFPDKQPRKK
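Material: S100A4 monomer (human). Medium: Calcium-containing HEPES buffer, pH 7.2. Probe or stimulus: labelled myosin peptide probe, 5 nM. Compound dosing: one concentration per compound. Timing: polarization read 5 min after assay mix addition, stable 5–60 min. Benchmarks: DMSO as neutral control, TFP as positive control.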
RAD54 branch = inhibitors of human RAD54 branch migration | Q92698 | RAD54 Holliday junction branch migration, FAM/BHQ fluorescence | inhibition, % at 10.4 µM | 0.14% of 360,000 active;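 active = mean normalized replicate activity at least 40 and at least half of replicates scoring 40 or more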;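 note: 0% = median of neutral control wells and 100% = median of positive control wells; inhibitors cause a drop in the FAM fluorescence signal; in these data hits start at about 50%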
Target sequence (Q92698 whole entry, looked up): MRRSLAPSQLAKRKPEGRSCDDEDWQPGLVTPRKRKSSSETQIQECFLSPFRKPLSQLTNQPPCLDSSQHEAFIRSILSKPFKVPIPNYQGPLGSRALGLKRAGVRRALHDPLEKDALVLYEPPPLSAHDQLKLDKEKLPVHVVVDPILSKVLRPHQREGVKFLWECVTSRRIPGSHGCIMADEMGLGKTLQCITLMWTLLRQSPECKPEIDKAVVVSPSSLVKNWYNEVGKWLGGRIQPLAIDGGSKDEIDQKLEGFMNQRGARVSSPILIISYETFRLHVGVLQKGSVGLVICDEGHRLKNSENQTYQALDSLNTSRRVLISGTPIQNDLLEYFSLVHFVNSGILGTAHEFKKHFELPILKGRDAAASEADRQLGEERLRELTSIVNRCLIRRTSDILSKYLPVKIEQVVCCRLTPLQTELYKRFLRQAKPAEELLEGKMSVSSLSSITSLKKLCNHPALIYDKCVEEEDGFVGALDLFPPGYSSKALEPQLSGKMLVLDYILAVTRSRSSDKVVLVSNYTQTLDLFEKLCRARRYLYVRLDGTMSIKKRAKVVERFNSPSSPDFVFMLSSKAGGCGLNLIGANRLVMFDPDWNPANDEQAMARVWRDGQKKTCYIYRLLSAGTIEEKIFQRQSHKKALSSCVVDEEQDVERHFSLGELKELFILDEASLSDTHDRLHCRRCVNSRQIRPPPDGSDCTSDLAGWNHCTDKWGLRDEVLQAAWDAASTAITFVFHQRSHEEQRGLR
An asterisk follows results filed as active; / = no result given; & = joins results of further samples. Not a hit list; overall some 2.5% were active at least once.

SMILES	RAD52 anneal inh	ERp5 block	esBAF inh	ERAP1 HTS inh	E-selectin induc	XiGFP reactiv	S100A4 MyoIIA	RAD54 branch
COc1ccc(N2C(=O)C3C(c4ccc(OC)cc4O)NC(Cc4ccccc4)(C(=O)O)C3C2=O)cc1 (stereo unspecified)	4	6	/	3	/	0.0	3	/
CN1C(=O)c2cc(NC(=O)c3cscn3)ccc2OC[C@H]2O[C@H](CC(=O)NCC3CC3)CC[C@H]21	/	/	1	/	0.0	0.1	/	-2
C[C@H]1CN([C@@H](C)CO)C(=O)Cc2cc(NS(=O)(=O)c3ccccc3)ccc2O[C@H]1CN(C)S(C)(=O)=O	1	14	0	0	0.3	0.1	-24	2
COc1ccc(S(=O)(=O)Nc2ccc(C)c(S(=O)(=O)N3CCOCC3)c2)cc1[N+](=O)[O-]	-4	2	-6	-1	0.3	0.0	-5	-5
CCCN1CCN(S(=O)(=O)c2ccc3c(c2)NC(=O)C(C)C(=O)N3)CC1 (stereo unspecified)	-9	12	-3	2	-0.1	0.2	1	9
O=c1[nH]c(CSc2nnnn2-c2ccccc2)nc2ccccc12	-14	-1	3	-2	-0.4	0.0	-1	/
C[C@@H]1CN([C@H](C)CO)S(=O)(=O)c2ccc(C#C[C@@H](C)O)cc2O[C@H]1CN(C)C(=O)CN(C)C	-2	-1	-17	0	0.0	-0.5	-1	7
Cc1noc(C)c1NC(=O)Nc1ccc2c(c1)C(=O)N([C@H](C)CO)C[C@H](C)[C@H](CN(C)C)O2	-8&-13	3&6	0&-6	-1&-2	0.2	-0.3&-0.1	14&-5	-5&8
O=C(CSc1cn[nH]n1)Nc1cccc(C(=O)O)c1	-12	25	1	32*	/	0.2	-5	2
O=C(OCC(=O)N1CCCCCC1)c1ccc(Cl)c(S(=O)(=O)N2CCCC2)c1	-13	6	1	-1	1.0	0.1	0	5
O=C(CSc1nnc(NC(=O)c2ccc(F)cc2F)s1)NC1CC1	-10	3	27	0	0.2	1.1	0	-14
CN1C(=O)c2cc(NC(=O)Cc3cccs3)ccc2OC[C@@H]2O[C@@H](CC(=O)O)CC[C@@H]21	-5	0	4	-3	0.1	-0.1	-1	7
Cc1cccc(C(CC(=O)NCc2ccco2)c2ccccc2)c1O (stereo unspecified)	-15	-1	/	4	6.7	0.1	-6	/
CN(CC(=O)NCc1ccco1)CC(=O)Nc1c(Cl)cccc1Cl	0	2	-4	0	0.1	0.2	0	8
Cc1ccc(C)c2sc(NC(=O)c3ccc(N4CCCCC4)c([N+](=O)[O-])c3)nc12	-12	-1	-5	-2	/	/	1	3
COc1cc([N+](=O)[O-])cc(/C=N/NC(=O)Cn2nc(C)cc2C)c1O	-2	0	-6	/	2.4	/	2	/
Cc1cccc(NC(=O)c2c(O)c3ccccc3n(C)c2=O)c1	-4	1	39	0	/	0.0	-3	-1
CCCCN(CCCC)Cc1cc(=O)oc2ccc3ccccc3c12	-15	2	-2	7	0.2	0.0	-17	8
O=C(COC(=O)CC1CC2CCC1C2)NCc1ccc(Cl)cc1 (stereo unspecified)	2	-10	-4	-5	-0.1	0.1	-2	5
CN(C)CCn1cnc2c(c1=N)C(c1ccccc1)c1ccc3ccccc3c1O2 (stereo unspecified)	-21	1	-14	-4	-0.2	0.0	2	17

Filtered by structure: the entries above containing an aryl thioether with sulfur outside any ring (three)
SMILES	RAD52 anneal inh	ERp5 block	esBAF inh	ERAP1 HTS inh	E-selectin induc	XiGFP reactiv	S100A4 MyoIIA	RAD54 branch
O=c1[nH]c(CSc2nnnn2-c2ccccc2)nc2ccccc12	-14	-1	3	-2	-0.4	0.0	-1	/
O=C(CSc1cn[nH]n1)Nc1cccc(C(=O)O)c1	-12	25	1	32*	/	0.2	-5	2
O=C(CSc1nnc(NC(=O)c2ccc(F)cc2F)s1)NC1CC1	-10	3	27	0	0.2	1.1	0	-14

(listing goes on)
SMILES	RAD52 anneal inh	ERp5 block	esBAF inh	ERAP1 HTS inh	E-selectin induc	XiGFP reactiv	S100A4 MyoIIA	RAD54 branch
O=S(=O)(c1ccc(Cl)cc1)N1CCN(C(=S)NCC2CCCO2)CC1 (stereo unspecified)	-4	6	10	1	-0.1	0.0	-5	7
COC(=O)[C@H](Cc1ccccc1)N1C/C=C\COc2c(Cl)cc(Cl)cc2S1(=O)=O	-4	2	-5	/	-0.7	-0.1	-2	-3
CCC(=O)N(C)C[C@@H]1Oc2cc(-c3ccccc3)ccc2S(=O)(=O)N([C@@H](C)CO)C[C@@H]1C	8	-5	-22	-6	0.3	-0.1	-5	23
O=C(CNC(=O)c1ccccn1)N=Nc1c(O)[nH]c2ccccc12	0	-1	33	-2	/	0.3	-1	8
CC1CN(CC(O)COC(c2ccccc2)c2ccccc2)CC(C)O1 (stereo unspecified)	-3	2	/	6	/	0.0	4	1
Cc1noc(C)c1S(=O)(=O)Nc1ccc2c(c1)C(=O)N([C@@H](C)CO)C[C@@H](C)[C@H](CN(C)C(=O)Nc1cccc3ccccc13)OCCCC[C@@H](C)O2	-10	-4	5	1	0.1	0.2	-36	-1
CC(=O)Oc1ccc(/C=N/NS(=O)(=O)c2ccccc2)cc1	-11	2	-2	-1	/	0.0	-1	-7
CC(C)(C)OC(=O)N1CC2(CCCCC2)CC1Cc1ccc(C(F)(F)F)cc1 (stereo unspecified)	-2	-1	2	/	-1.8	0.0	-1	-2
O=C(CC1S/C(=N/N=C/c2cccs2)NC1=O)Nc1ccc(Cl)cc1 (stereo unspecified)	-13	0	/	2	0.0	0.0	-7	-8
CN(C)C(=O)c1ccc(NC(=O)COC(=O)C2(c3ccccc3)CCCC2)cc1	-14	0	6	-1	-0.5	0.2	-3	1
C[C@@H]1CCCCO[C@H](CN(C)S(=O)(=O)c2cccs2)[C@H](C)CN([C@@H](C)CO)C(=O)c2cc(NC(=O)Nc3ccc(C(F)(F)F)cc3)ccc2O1	-17	10	-1	2	0.0	0.0	-16	0
OCCC1CN(Cc2cc3c(cc2Cl)OCO3)CCN1C1CCCCC1 (stereo unspecified)	-11	-6	/	-1	/	0.2	2	/
CSc1nc(SCc2ccccc2)[nH]c(=O)n1	-12	-5	/	-1	/	0.0	-5	5
O=C(Nc1cccnc1)c1cc(S(=O)(=O)N2CCOCC2)ccc1Br	-13	3	-1	4	-0.3	0.0	-1	-1
C[C@H](NC(=O)C[C@H]1C[C@H]2c3cc(NC(=O)Cc4ccncc4)ccc3O[C@H]2[C@H](CO)O1)c1ccccc1	26	-1	10	4	-0.1	-0.1	-14	7
NNC(=O)COc1cccc(C(F)(F)F)c1	-4	-1	/	0	/	0.0	0	/
FC(F)(F)c1nc(=S)c2ccccc2[nH]1	3	-1	/	-2	/	0.0	-2	/
CC(C)[C@H](NC(=O)CC1CCCC1)C(=O)N1CCC[C@H]1C(=O)NCc1ccccc1	-5	-1	/	1	-0.1	-0.1	-1	/
N/C(=N\OC(=O)COc1ccc2ccccc2c1Br)c1ccccn1	-10	2	85*	1	/	-0.1	1	1
COc1ccc(-c2ccc3[nH]c4c(c3c2)CCN2C(=O)[C@@H]([C@H](C)O)[C@@H](N(C)C(=O)Nc3cc(Cl)cc(Cl)c3)C[C@@H]42)cc1	-29	3	-3	2	-0.1	4.1	5	1
C=CCn1c(SCC(=O)NCC)nnc1-c1cc2c(s1)CCC(CC)C2 (stereo unspecified)	-25	2	46*	6	/	-0.1	-5	2
C[C@H]1CN([C@@H](C)CO)C(=O)c2cccc(NC(=O)c3ccc(-c4nccs4)cc3)c2O[C@H]1CN(C)CC1CC1	-1	1	-2	-2	-0.1	-0.8	-6	5
C[C@@H]1CN([C@@H](C)CO)C(=O)c2cccc(NC(=O)C3CCOCC3)c2O[C@@H]1CN(C)Cc1ccc(Cl)c(Cl)c1	-10	1	4	-1	0.6	-0.1	-7	-10
COc1cc(C)c(NC(=S)Nc2cccc(Cl)c2C)cc1OC	-9	2	/	-1	0.0	0.1	1	/
C[C@@H]1CCCCO[C@H](CN(C)C(=O)Cc2ccccc2)[C@H](C)CN([C@@H](C)CO)C(=O)c2cc(NC(=O)Nc3ccc(C(F)(F)F)cc3)ccc2O1	-2	-3	-1	1	1.7	-0.2	7	13
CC(C)Oc1ccc(F)cc1-c1cc(C(=O)NCc2ccc(F)cc2)[nH]n1	-8	-6	0	5	0.6	0.2	-2	7
Cn1ncc(Br)c1C(=O)N1CCCCCC1	-3	4	0	-3	-0.3	0.1	2	3
CCOC(=O)CN(C(=O)c1snc(C(N)=O)c1N)C(C(=O)NCCC(C)C)c1ccc(C)cc1 (stereo unspecified)	-3	1	-5	2	1.1	0.1	4	-7
COc1cc2ncc(S(=O)(=O)c3ccccc3)c(N3CCC4(CC3)OCCO4)c2cc1OC	-4	-2	/	4	/	0.0	2	/
CCOC(=O)Cc1ncccc1C(=O)Nc1ccc(OC(F)(F)F)cc1	-13	-5	/	6	1.5	0.0	-2	/
C/C=C/c1ccc2c(c1)O[C@@H](CN(C)C(=O)c1cccc(F)c1)[C@H](C)CN([C@@H](C)CO)S2(=O)=O	14	3	-10	1	-0.2	0.0	-10	-5
COc1ccc(CN2CCc3c([nH]c4ccccc34)C2)c(OC)c1C	-3	-4	-6	1	-0.1	0.1	-7	6
CC1=C(C(=O)N2CCCCCC2)CC(CC(=O)NC2CCCC2)C(=O)N1Cc1ccc(F)cc1 (stereo unspecified)	0	1	/	3	-0.3	0.1	-4	/
COc1cccc(NS(=O)(=O)c2ccc3c(c2)n(C)c(=O)c(=O)n3C)c1	-5	3	-1	0	/	/	1	0
COc1cccc(S(=O)(=O)N2C[C@@H](O)COC[C@H]3O[C@@H](CC(=O)N4CCN(c5ccccc5)CC4)CC[C@@H]32)c1	/	/	-6	/	0.4	0.3	/	10
CCOc1ccc(C2C(C(N)=O)=C(C)Nc3ncnn32)cc1OC (stereo unspecified)	-8	1	8	1	0.1	0.0	-1	2
O=C(Nc1ccccc1F)N[C@H]1CC[C@H](CCNC(=O)C2CCOCC2)O[C@H]1CO	-8	6	-1	-1	-0.2	-0.3	-15	1
Cc1ccc(C)c(N2CCN(C(=O)C3CCCCN3S(=O)(=O)c3ccc(F)cc3)CC2)c1 (stereo unspecified)	-22	4	0	0	/	/	-6	0
Cc1cccc(N2CCN(C(=O)c3oc4ccc(Br)cc4c3C)CC2)c1C	-16	-1	2	-1	-1.0	0.1	-11	12
CC(C)(C)CC(=O)Nc1nnc(SCC(=O)NC2CCCCC2)s1	-7	3	7	-1	/	0.2	23	1
Cc1c(Cl)cccc1N(CC(=O)NC(C)c1ccccc1)S(C)(=O)=O (stereo unspecified)	-9	1	-9	5	0.2	0.1	10	-3
O=c1c2ccccc2cnn1Cc1cccc(Br)c1	-4	-1	/	2	/	0.3	4	/
COc1ccc(CCNC(=S)N2CCC(C(=O)c3ccc(F)cc3)CC2)cc1OC	-14	2	4	0	/	0.0	-1	-5
CCOC(=O)C1CCN(C(=O)CSc2ccc(Br)cc2)CC1	-7	-1	/	1	/	0.0	15	/
CCCn1c(N)c(C(=O)CSc2nc(N)cc(=O)[nH]2)c(=O)n(C)c1=O	-17	2	-4	-1	/	0.0	-3	3
O=S(=O)(c1ccc(Cl)cc1)N1CCCCCC1	-5	3	-1	-2	0.2	0.2	-7	3

High-throughput results: PubChem BioAssay, Broad Institute
